Assay outcomes deposited in PubChem BioAssay by National Center for Advancing Translational Sciences (NCATS).
FLuc inh: firefly luciferase inhibition. P08659. purified firefly luciferase, luminescence, 8 min. Potency, µM (highest dose often 57.1 µM), inactives show at the highest dose activity change, negative = inhibition, hits mostly inhibitors. 72,000 compounds, 2.2% hits. AID 411; note: potency is the fitted concentration of half-maximal effect; % is set by controls: 0 for no effect and ±100 for the full control effect; nearly all actives have a fitted effect of over 40% in size
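Firefly luciferase (PKLight detection mix) with 10 uM ATP in pH 7.2 imidazole buffer (KCl, MgCl2, Tween 20, BSA). Compounds tested across a concentration series (qHTS). Luminescence read after 8 min at ambient temperature.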
HBB splice mod: hemoglobin beta splicing modulation. HBB splicing reporter cell assay, activation; EGFP reporter with mutant IVS2-654 intron; response scale: normalised to 500 nM splice-correcting PNA. Potency, µM (titrated, usually from 46.1 µM), for inactives: top-dose activation, most hits filed as activators. 65,000 compounds, 0.06% hits. AID 925; note: potency is the fitted concentration of half-maximal effect; 0% is about no effect
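Compounds were applied for 2 days to HeLa EGFP-654 cells, 500/well in Optimem with 2% FCS. The reporter's EGFP is disrupted by mis-splicing of beta-globin intron IVS2-654. Readout: summed well GFP fluorescence from 488 nm laser scanning; reference was 500 nM antisense […] 654 PNA.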
ALOX15 inhib: 15-hLO (ALOX15) enzyme inhibition; Potency, µM (series often up to 57.1 µM), without a hit: top-dose activity change, negative = inhibition, hits mostly inhibitors; 74,000 compounds, 1.4% hits; purified 15hLO-1, xylenol orange hydroperoxide absorbance; P16050; note: potency is the fitted concentration of half-maximal effect; % is set by controls: 0 for no effect and ±100 for the full control effect; nearly all actives have a fitted effect of over 55% in size
Target sequence (P16050 whole entry, looked up): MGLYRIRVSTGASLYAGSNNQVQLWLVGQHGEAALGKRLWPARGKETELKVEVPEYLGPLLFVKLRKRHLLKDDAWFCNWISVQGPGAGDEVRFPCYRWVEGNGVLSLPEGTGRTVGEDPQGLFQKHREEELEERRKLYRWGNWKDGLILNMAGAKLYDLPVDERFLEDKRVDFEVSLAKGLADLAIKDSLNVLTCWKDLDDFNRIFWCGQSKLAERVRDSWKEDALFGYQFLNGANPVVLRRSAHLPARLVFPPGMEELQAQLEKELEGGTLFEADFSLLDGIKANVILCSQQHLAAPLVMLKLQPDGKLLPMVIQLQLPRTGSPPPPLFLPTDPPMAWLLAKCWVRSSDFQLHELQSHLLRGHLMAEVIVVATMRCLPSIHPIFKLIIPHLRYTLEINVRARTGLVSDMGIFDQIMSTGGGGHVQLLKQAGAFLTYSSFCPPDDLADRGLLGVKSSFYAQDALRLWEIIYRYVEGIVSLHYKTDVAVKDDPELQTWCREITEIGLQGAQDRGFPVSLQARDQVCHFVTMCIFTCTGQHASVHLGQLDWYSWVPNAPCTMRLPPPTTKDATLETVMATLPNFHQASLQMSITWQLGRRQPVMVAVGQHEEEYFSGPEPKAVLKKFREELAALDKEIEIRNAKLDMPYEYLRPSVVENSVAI
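40 nM 15hLO-1 + cpd, 15 min RT; start w/ 50 uM AA (final), 6 min RT; stop/detect w/ 200 uM XO + 300 uM Fe(II) in 50 mM H2SO4, 30 min; A573/A405. Buffer 25 mM Hepes pH 7.5, 0.01% Triton X-100. No-enzyme wells as negative control.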
Tau fil binding: binders of human tau filaments; P10636; recombinant tau filaments, thioflavin S fluorescence, 15 h; filaments grown with octadecylsulfate alongside compound; Potency, µM (titrated, usually from 57.1 µM), inactives show at the top dose activity change, negative = inhibition; 71,000 compounds, 2% hits; AID 596;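 note: potency is the fitted concentration of half-maximal effect; % is set by controls: 0 for no effect and ±100 for the full control effect; actives lower thioflavin S fluorescence by blocking filaments or displacing dye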
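Thioflavine S fluorescence (ex 450, em 510 nm) reports filaments formed from 1 uM human tau plus 30 uM ODS over 15 h at 37 C (10 mM HEPES pH 7.4, 100 mM NaCl, 5 mM DTT); compounds displacing dye or blocking filaments lower signal.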
Epigenetic mod: derepresses silenced GFP locus in mouse C127i cells; 68,000 compounds, 0.09% hits; Potency, µM (series often up to 46.1 µM), for the others: top-dose GFP derepression (activation); mouse C127i GFP locus derepression, cytometry, 30 h; AID 597; note: % of control where 0% means no effect
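Read-out is the number of GFP-positive cells, scored as fluorescent objects 20 to 120 um wide, reflecting derepression of a silenced CMV-GFP reporter in murine C127i cells after 30 h compound exposure at 37 C.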
HADH2 inhib: blocks human hydroxyacyl-CoA dehydrogenase type II. Q99714. Potency, µM (titrated, usually from 57.1 µM), inactives show top-dose activity change, negative = inhibition, most hits filed as inhibitors. recombinant HADH2, NADH fluorescence, beta-hydroxybutyryl-CoA. 73,000 compounds, 3.4% hits; note: potency is the fitted concentration of half-maximal effect; % is set by controls: 0 for no effect and ±100 for the full control effect; nearly all actives have a fitted effect of over 60% in size; many of its hits are not listed in these tables
Target sequence (Q99714 whole entry, looked up, one chain of several): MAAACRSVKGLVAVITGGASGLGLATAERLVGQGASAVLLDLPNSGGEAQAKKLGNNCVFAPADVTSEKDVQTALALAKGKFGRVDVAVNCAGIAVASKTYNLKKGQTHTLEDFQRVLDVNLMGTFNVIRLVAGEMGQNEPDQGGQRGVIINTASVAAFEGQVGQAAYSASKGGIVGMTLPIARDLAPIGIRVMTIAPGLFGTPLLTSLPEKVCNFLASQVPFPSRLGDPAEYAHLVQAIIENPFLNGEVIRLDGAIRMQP
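Buffer 100 mM Tris-HCl pH 9.0/0.01% Tween-20; HADH2 20 nM; NAD+ 1 mM; beta-hydroxybutyryl-CoA 90 uM (all final). 15 min cpd preincubation, RT.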
UbGFP stabilizer: inhibits proteasome, raising ubiquitin-GFP reporter fluorescence; Ubiquitin-GFP reporter cells, proteasome inhibition, GFP fluorescence; response scale: untreated = 0%, 10 µM MG-132 = 100%; Potency, µM (highest dose often 45.9 µM), inactives show top-dose activation (GFP accumulation), usual class: activators; 67,000 tested, under 10 active; active = well fitted activation curve with a large enough effect, not every such curve was filed as active; inconclusive = small, poorly fitted or top-dose-only effect, or another doubt; inactive = no such curve, though single readings can be large or run the other way; note: potency is the fitted concentration of half-maximal effect
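Reporter cells (U2OS, ubiquitin-G76V-GFP fusion) are plated overnight, then treated 4 hr at 37 °C with compound titrations from 46 uM down to 2.9 nM. Activity is scaled against untreated cells and 10 uM MG-132.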
ERK AVP block: blocks ERK signaling stimulated by vasopressin. HEK293-V1b, vasopressin-stimulated pERK AlphaScreen. Potency, µM (doses to about 57.5 µM), without a hit: at the top dose activity, negative = inhibition, most hits filed as inhibitors. 72,000 compounds, 0.99% hits; note: potency is the fitted concentration of half-maximal effect; % is set by controls: 0 for no effect and ±100 for the full control effect; nearly all actives have a fitted effect of over 55% in size
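HEK293 cells stably expressing V1b receptor, preincubated 30 min at 37 °C with compound, then stimulated 5 min with 25 nM vasopressin. Phospho-ERK by AlphaScreen SureFire after 5 h RT; normalized to DMSO and vasopressin; AC50 by Hill fit.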
Hsp90 Hop PPI: changes Hsp90-Hop TPR2A binding signal, up or down. AlphaScreen TPR2A-His6 binding biotin-Hsp90 C-terminal peptide. Potency, µM (top dose mostly 57 µM), without a hit: at the top dose activity change, negative = inhibition. 71,000 compounds, 0.44% hits; active = well fitted curve in either direction with a large enough effect; inconclusive = small, poorly fitted or top-dose-only effect, or another doubt; note: potency is the fitted concentration of half-maximal effect; % is set by controls: 0 for no effect and ±100 for the full control effect; many of its hits are not listed in these tables
CRE-bla Fsk: modulators of forskolin-stimulated CRE signaling in CHO cells | CHO CRE-bla reporter (cAMP response element driving beta-lactamase), forskolin EC10, beta-lactamase ratio | Potency, µM (highest dose often 38.2 µM), for inactives: at the highest dose activity change, negative = inhibition, hits mostly activators | 71,000 compounds, 2.5% hits | AID 662; active = well fitted activation curve with a large enough effect in the signal ratio, with a control signal flat, not every such curve was filed as active; inconclusive = small, poorly fitted or top-dose-only effect, or effect the other way, or a change in a side signal; the % refers to the signal ratio; note: potency is the fitted concentration of half-maximal effect; % of control where 0% means no effect
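Using CellSensor CRE-bla CHO cells in Opti-MEM with 0.5% dialyzed FBS, compounds were titrated with EC10 NKH 477 for 3 h at 37 °C. CCF4 ratio (460/530 nm) gave %Activity; AC50 derived.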
DNA Pol III inh: inhibitors of bacterial DNA polymerase III holoenzyme | Potency, µM (top dose mostly 57.1 µM), for the others: top-dose activity change, negative = inhibition | 71,000 compounds, 0.25% hits | AID 603 | reconstituted DNA polymerase III holoenzyme replication, biochemical; note: potency is the fitted concentration of half-maximal effect; % is set by controls: 0 for no effect and ±100 for the full control effect
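Reconstituted *E. coli* holoenzyme (0.35 nM Pol III, 1 nM beta, 154 nM SSB, 2 nM primase) was preincubated with compound for 15 min at RT. Synthesis on 1.4 nM ssM13Gori ran 35 min, then was stopped with PicoGreen/EDTA and read as dsDNA fluorescence.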
An asterisk follows results filed as active; ? = inconclusive; · = not tested or not shown; [ ] = dose if it differs, or a comment. Unless noted, calls come from the whole dose curve; as a rule, active = well fitted curve in the direction sought with a large enough effect; inconclusive = small, poorly fitted or top-dose-only effect, or another doubt; inactive = no such curve, though single readings can be large; an effect the other way counts as inactive or inconclusive.

SMILES	FLuc inh	HBB splice mod	ALOX15 inhib	Tau fil binding	Epigenetic mod	HADH2 inhib	UbGFP stabilizer	ERK AVP block	Hsp90 Hop PPI	CRE-bla Fsk	DNA Pol III inh
Cc1cc(-c2c(C)n([O-])c(C)c(C)[n+]2=O)ccc1F	1%	1.0%	6%	4%	-4%	5%	1%	-20%	-2%	4%	-6%
CCC(Sc1nnc(C)s1)C(=O)Nc1nccs1 (centres undefined)	-3%	0.0%	-19%	26%	6%	5%	3%	?	0%	?	-2%
Cc1ccnc(SCC(=O)N2CCN(c3cccc(Cl)c3)CC2)n1	-1%	-0.4%	-15%	3%	-4%	?	-3%	-9%	0%	-16%	-4%
COC(=O)C1CCN(C(=O)C(C)Oc2ccc(Cl)cc2Cl)CC1 (centres undefined)	4%	4.6%	-6%	0%	0%	11%	1%	-6%	1%	-1%	-2%
N=C(N)SCc1cccc(-c2nc3ccccc3c(=O)o2)c1	2%[11.4 µM]	3.2%[9.22 µM]	6%[11.4 µM]	-6%[11.4 µM]	-3%[9.22 µM]	-3%[11.4 µM]	-8%[9.17 µM]	-1%[11.5 µM]	-6%[11 µM]	4%[7.6 µM]	-3%[11.4 µM]
Cc1cc(=O)oc(C)c1C(=O)OCC(=O)c1ccccc1	-9%	-4.3%[0.0738 µM]	3%[11.4 µM]	10%[11.4 µM]	2%	8%[11.4 µM]	-6%[9.17 µM]	-6%	-3%[11 µM]	?	-7%[11.4 µM]
Cc1ccc(-c2noc(CCC(=O)N(C)c3ccccc3C)n2)cc1	-2%	-1.4%	-9%	9%	9%	-5%	-15%	20%	9%	9%	-2%
Brc1ccc(CSc2nnc(Cc3c[nH]c4ccccc34)o2)cc1	1%	0.6%	?	54%	-2%	-1%	4%	-30%	0%	?	-5%
O=S(=O)(c1cccc(-c2nc3ccccc3s2)c1)N1CCCC1	-5%	-0.5%	-6%	34%	0%	-4%	3%	?	17%	?	-3%
c1cc2nnnn2nc1N1CCCCC1	0%	·	7%	7%	-1%	-2%	3%	-5%	-1%	1%	-3%
Cc1ccc(NC(=O)CS(=O)CC(=O)Nc2cccc(C)c2C)cc1F (centres undefined)	0%	·	-5%	18%	-1%	8%	-5%	-9%	-3%	-11%	-2%
COc1cc2c(cc1OC)C(/C(C#N)=N\O)=NC(C)(C)C2	0%	-1.3%	0%	-12%	-1%	0%	5%	-22%	-2%	?	-3%
Cc1cc(NC(=O)CSc2nnc(COc3ccccc3)n2Cc2ccco2)no1	5%	0.6%	-13%	2%	2%	30%	-3%	-18%	-2%	7%	-4%
O=C(COC(=O)c1ccccc1)NCC1CCCO1 (centres undefined)	0%	-2.1%	17%	-2%	-4%	-9%	0%	-12%	-1%	-3%	-10%
O=C(CSc1cc(Cl)ccc1Cl)NCC1CCCO1 (centres undefined)	-1%	1.4%	2%	19%	-1%	4%	3%	-6%	-1%	-6%	-4%
CC(OC(=O)c1nsc(Cl)c1Cl)C(=O)NCc1cccs1 (centres undefined)	2%	-0.1%	-3%	4%	0%	3%	0%	-27%	-1%	-3%	1%
CCN(CC)CCCN1C(=O)C(=O)/C(=C(/O)c2c(C)nc3ccccn23)C1c1ccc(C)o1 (centres undefined)	2%	3.6%[0.369 µM]	-8%	1%	-2%	-9%	·	-2%	-3%	1%	-1%
O=C(CN1CCCC1)Nc1ccc(NC(=O)Nc2ccccc2Cl)cc1	-27%	0.1%[57.5 µM]	-4%	0%	-2%	2%	-1%	9%	-1%	-5%	-16%
O=C1[C@@H]2[C@@H](C(=O)N1c1ccc(OCc3ccccc3)cc1)[C@@H]1c3ccccc3[C@@H]2[n+]2ccccc21	1%[11.4 µM]	2.7%[9.22 µM]	-1%[11.4 µM]	-16%[11.4 µM]	4%[9.22 µM]	11%[11.4 µM]	-1%[9.17 µM]	-14%[11.5 µM]	0%[11 µM]	7%[7.6 µM]	2%[11.4 µM]
CC(=O)Nc1ccc(OC(=O)c2cccs2)cc1	-23%	0.9%[9.22 µM]	-5%	-16%	0%	-4%	21%	-18%	-3%	-7%	-6%
Cc1ccc(C)c(Cn2nnc3c(=O)[nH]c(C4CCCN(C(=O)C5CCCCC5)C4)nc32)c1 (centres undefined)	2%	·	-18%	45%	4%	-7%	2%	19%	-6%	?	0%
COC(=O)C1=C(C)NC(=O)CC1c1ccc(F)c(Br)c1 (centres undefined)	1%	-0.2%	2%	-12%	-3%	4%	10%	-10%	-2%	-10%	0%
c1coc(CNc2c3c(nc4ccccc24)CCC3)c1	-1%	-2.9%	0%	326%	?	-2%	0%	3%	-4%	2%	-9%
COC(=O)c1cnn(C(=O)c2cc(OC)ccc2Br)c1N	0%	-0.6%[0.369 µM]	4%	-10%	4%	-4%	·	-7%	-1%	2%	-2%
O=C(O)CSC12CC3CC(C1)CC(C(=O)O)(C3)C2	4%	-1.0%	8%	-5%	3%	-3%	-2%	-18%	1%	-10%	-2%
CCc1ccc2oc(=O)cc(CN3CCOCC3)c2c1	2%	3.3%	6%	5%	0%	0%	10%	33%	?	0%	-13%
COc1cccc(C2CC(c3ccccc3C)n3nc(N)nc3N2)c1 (centres undefined)	1%	-0.5%	5%	-9%	·	7%	3%	-22%	-4%[2.3 µM]	5%	0%
COC(=O)C1=C(C)N=c2s/c(=C/c3cccs3)c(=O)n2C1c1cccs1 (centres undefined)	0%	0.1%	5%	1µM*	0%	10%	10%	0%	-4%	6%	1%
c1ccc([P+](CC[P+](c2ccccc2)(c2ccccc2)c2ccccc2)(c2ccccc2)c2ccccc2)cc1	-1%[11.4 µM]	1.1%[9.22 µM]	6%[11.4 µM]	13%[11.4 µM]	-2%[9.22 µM]	-9%[11.4 µM]	4%[9.17 µM]	14%[11.5 µM]	-3%[11 µM]	-10%[7.6 µM]	3%[11.4 µM]
CCSc1nnc(-c2cccc(S(=O)(=O)N(C)C)c2)n1-c1cc(OC)ccc1OC	0%	0.3%[57.5 µM]	11%	3%	1%	-4%	1%	11%	-2%	14%	2%
CCCc1nc2ccccc2c(C(=O)OC2CCOC2=O)c1CC (centres undefined)	1%	-2.3%	0%	-8%	1%	10%	0%	-3%	0%	?	-11%
Cc1cc(O)c(C=Nc2cccc(Cl)c2)c(=O)o1	0%	0.8%	-7%	6%	·	-1%	3%	·	-1%	?	-10%
COC(=O)[C@H](C)NC(=O)Nc1ccccc1F	2%	1.0%[57.5 µM]	7%	-1%	2%	10%	-6%	-17%	-5%	-3%	-5%
Cc1ccc2nc3c(c(C(=O)O)c2c1)CCC3	1%	·	4%	-5%	3%	-2%	-3%	-1%	-2%	?	-3%
CCCNC(=O)C1CC(=O)N(c2ccc(OCC(=O)Nc3cc(C)cc(C)c3)cc2)C1 (centres undefined)	0%	-0.2%	0%	170%	-4%	14%	6%	-11%	1%	-7%	-5%
CCN1CCN(C(=O)C2CCN(C(=O)c3cc4sccc4n3CC)CC2)CC1	1%	-0.1%	-3%	-9%	7%	-3%	-5%	-23%	-3%	-2%	2%
Cn1cccc1C(=O)N1CCC2(CCCN(C(=O)Nc3ccccc3)C2)CC1	-2%[11.4 µM]	-0.8%	-2%	-2%	0%[9.22 µM]	8%	-9%	10%	-3%	-5%	0%
N#CC1=C(N)OC2=C(C(=O)CCC2)C1c1ccsc1 (centres undefined)	0%	0.1%	4%	5%	2%	-9%	6%	3%	-6%	-12%	-6%
c1coc(-c2ncc[nH]2)c1	4%	-0.8%	3%	6%	3%	10%	5%	-7%	-3%	-10%	-6%
CCOC(=O)Cc1csc(NC(=O)CSc2nnc(C)n2C)n1	-1%	·	8%	0%	-2%	1%	0%	1%	-2%	4%	-7%
Cc1c(NC(=O)NC(=O)c2ccc(F)cc2)c(=O)n(-c2ccccc2)n1C	3%	-0.6%	2%	-7%	-4%	-3%	-13%	-9%	-3%	-7%	-4%
CCOC(=O)c1c(NC(=O)CN2CCOCC2)sc2c1CCCC2=O	3%	-1.3%[9.22 µM]	-4%	0%	-2%	-18%	13%	-18%	-4%	?	-9%

Not all compounds are listed; the hit share may differ from the screen's.
